# From PubChem
# Tb MetRS inh – T. brucei MetRS inhibitors, primary screen, biochemical, luminescence | inhibition, % at 11.9 µM | 360,000 tested, 0.4% active | methionyl-tRNA synthetase (Trypanosoma brucei brucei) | purified T. brucei MetRS, ATP depletion, Kinase-Glo luminescence;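 active means inhibition above a per-plate cutoff of the control wells' mean inhibition plus 3 SD, cut at about 5.5% in these data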;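 further: 0% = DMSO wells median and 100% = median of wells with control inhibitor compound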
#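 Material: T. brucei methionyl-tRNA synthetase, purified; reagent: substrates ATP, L-methionine and bulk Escherichia coli tRNA; dosing: 11.9 µM single point; timing: 15 min plus 2 h at 25 °C; detection: luminescence of leftover ATP; evaluation: % inhibition; control set: DMSO-only wells as low control; replicates: singlicate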
# NadD block – inhibitors of S. aureus NadD, primary screen, biochemical, colorimetric, uHTS | Nicotinate-nucleotide adenylyltransferase NadD (Staphylococcus aureus N315) | purified NadD enzyme, colorimetric absorbance read-out | inhibition, % at 20 µM | 360,000 tested, 0.78% active; in the data active means inhibition above about 26%; further: some compounds past the cut are filed as inactive
# SKN-1 block – suppressors of acrylamide-induced Pgst-4::GFP reporter in worms, primary screen, SKN-1 inhibitor project, whole organism, uHTS, GFP/RFP fluorescence ratio, strain VP596; inhibition, % at 21.8 µM; C. elegans VP596 Pgst-4::GFP/RFP ratio, 24 h; 360,000 tested, 0.49% active;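 active means interference check ratio from 0.5 to 1.5 plus GFP to RFP signal ratio inhibition reaching or exceeding a fixed threshold, cut at about 30% in these data, passing the limit was not always enough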; further: some compounds called inactive have numbers as strong as hits
# CendR NRP1 mod – modulators of CendR peptide binding to NRP-1, primary screen, biochemical, fluorescence polarization, uHTS; FAM-RPARPAR peptide binding to NRP-1; inhibition, % at 25 µM; 360,000 tested, 0.85% active; Neuropilin-1 (Homo sapiens), O14786; AID 602438, 2012;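 active means inhibition or corrected inhibition above about 18%, plus a signal ratio from 0.5 to 1.5, limit read from the data, passing the limit was not always enough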; further: strong numbers were not always called active
# Neddyl block – inhibitors of cullin neddylation, primary screen, biochemical, TR-FRET, uHTS, NAE and Ubc12; NEDD8-conjugating enzyme Ubc12 (Homo sapiens) + NEDD8-activating enzyme E1 regulatory …; calls only at 25 µM; 360,000 tested, 0.58% active; in the data active means inhibition above about 36%
# Scp1 inh – Scp-1 phosphatase inhibitors, primary screen, biochemical, colorimetric, uHTS. Carboxy-terminal domain RNA polymerase II polypeptide A small phosphatase 1 (Homo …. Recombinant Scp1, phosphopeptide, malachite green phosphate absorbance. inhibition, % at 20 µM. 340,000 tested, 0.88% active. AID 493091, 2011;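 active means inhibition above about 50% at 20 µM, limit read from the data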;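 further: plate controls were DMSO wells with enzyme for no effect and wells lacking enzyme for full effect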
#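 Test system – truncated SCP-1 phosphatase (76-261aa) · Reagent – Phosphorylated 17-residue peptide substrate · Incubation – 45 min room-temperature reaction, 5 min colour, 30 min stabiliser · Detection – colorimetric phosphate reagent with accelerator and stabiliser, absorbance at 630 nm · Measure – % inhibition at 20 µM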
# STEP block – STEP phosphatase inhibitors, primary screen, biochemical, fluorescence intensity, uHTS; Tyrosine-protein phosphatase non-receptor type 5 (Homo sapiens), P54829; recombinant STEP, OMFP fluorogenic substrate; inhibition, % at 20 µM; 360,000 tested, 0.25% active; AID 588621, 2011;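 active means inhibition at 20 µM, scaled per plate between control wells, above about 37%, limit read from the data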;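 further: 0% = DMSO with enzyme and substrate and 100% = substrate only without enzyme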
#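 Assay system: isolated STEP enzyme. Buffer or medium: pH 6.0 Bis-Tris with DTT and Tween 20. Also added: fluorogenic phosphatase substrate OMFP at 25 µM final. Dosing: 20 µM, 1% DMSO. Timing: 20 min reaction, room temperature, in the dark. Measured by: fluorescence intensity, excitation 480 nm, emission 540 nm. Evaluation: normalized % inhibition.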
# LMPTP inh – LMPTP phosphatase inhibitors, primary screen, biochemical, fluorescence intensity, uHTS; Low molecular weight phosphotyrosine protein phosphatase (Homo sapiens), P24666; recombinant LMPTP-A, OMFP fluorogenic substrate; inhibition, % at 20 µM; 360,000 tested, 0.22% active;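 active means compounds that cut the enzyme signal by at least half of the control window in the single-dose screen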;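 further: plate controls were DMSO wells with enzyme plus substrate for no effect and substrate without enzyme for full effect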
#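 Assay system: LMPTP-A phosphatase enzyme | Input: 0.625 nM enzyme | Also added: Fluorogenic phosphatase substrate OMFP at 400 µM final | Compound dosing: One test concentration per compound, 20 µM, with 3% DMSO overall | Schedule: 50 min enzyme reaction at room temperature, protected from light | Signal: Fluorescence intensity | Benchmarks: no-enzyme and uninhibited controls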
# SUMO1 PPI mod – modulators of SUMO1 protein-protein interactions, primary screen, biochemical, uHTS; inhibition, % at 20 µM; 360,000 tested, 0.33% active; SUMO1 binding to a labelled peptide, TR-FRET, 1 h; in the data active means inhibition above about 37%
# DNMT1 inh – human DNMT1 methyltransferase inhibitors, primary screen, biochemical, molecular beacon, fluorescence, HinP1I cleavage, uHTS; 360,000 tested, 0.83% active; AID 588458, 2011; DNA (cytosine-5)-methyltransferase 1 (Homo sapiens), P26358; inhibition (reported as % activation of signal), % at 10 µM; in the data active means inhibition above about 50%
# Target sequence (P26358 504-1616 limits assumed): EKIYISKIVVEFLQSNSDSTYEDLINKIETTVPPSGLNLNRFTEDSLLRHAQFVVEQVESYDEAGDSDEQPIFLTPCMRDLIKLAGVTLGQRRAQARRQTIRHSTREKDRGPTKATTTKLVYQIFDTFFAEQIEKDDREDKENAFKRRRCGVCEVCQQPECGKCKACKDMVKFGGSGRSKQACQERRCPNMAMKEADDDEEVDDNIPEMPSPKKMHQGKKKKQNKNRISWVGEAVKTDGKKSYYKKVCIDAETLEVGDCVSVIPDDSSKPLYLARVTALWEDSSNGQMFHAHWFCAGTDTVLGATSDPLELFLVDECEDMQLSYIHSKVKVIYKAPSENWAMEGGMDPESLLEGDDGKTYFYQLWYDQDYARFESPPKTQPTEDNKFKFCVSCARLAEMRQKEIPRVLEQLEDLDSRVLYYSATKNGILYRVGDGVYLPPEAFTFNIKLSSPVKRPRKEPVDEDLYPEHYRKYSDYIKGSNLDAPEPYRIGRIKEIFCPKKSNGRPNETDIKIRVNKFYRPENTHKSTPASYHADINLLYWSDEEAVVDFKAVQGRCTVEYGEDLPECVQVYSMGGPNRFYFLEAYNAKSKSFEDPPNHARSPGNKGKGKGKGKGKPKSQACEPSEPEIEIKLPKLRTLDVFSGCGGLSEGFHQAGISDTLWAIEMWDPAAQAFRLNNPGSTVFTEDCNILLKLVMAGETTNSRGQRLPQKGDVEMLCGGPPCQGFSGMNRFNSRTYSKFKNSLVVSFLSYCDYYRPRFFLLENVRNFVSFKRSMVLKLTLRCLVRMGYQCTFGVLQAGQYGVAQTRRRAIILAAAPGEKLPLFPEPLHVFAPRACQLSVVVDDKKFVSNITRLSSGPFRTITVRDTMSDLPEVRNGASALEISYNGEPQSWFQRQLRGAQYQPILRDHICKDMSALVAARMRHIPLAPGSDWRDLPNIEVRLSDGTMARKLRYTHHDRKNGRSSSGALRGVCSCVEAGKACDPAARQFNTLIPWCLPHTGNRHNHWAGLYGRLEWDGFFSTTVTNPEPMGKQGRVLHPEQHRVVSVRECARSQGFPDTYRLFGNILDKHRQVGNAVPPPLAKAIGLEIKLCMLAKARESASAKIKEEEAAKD
# * hit, by the source's call; i = inactive; x = no result given. Rows were taken by chance; 4.6% or so of the library scored in one or more.
SMILES,Tb MetRS inh,NadD block,SKN-1 block,CendR NRP1 mod,Neddyl block,Scp1 inh,STEP block,LMPTP inh,SUMO1 PPI mod,DNMT1 inh
Cc1cc(C(=O)Nc2cccnc2)cs1,-0.7,-3,10,2,i,-3,-2,0.0,-7,5
O=C(N/N=C\c1ccc(Cl)s1)c1ccc(Cn2cccn2)o1,-0.1,-3,1,-4,i,-2,0,-0.4,-15,6
Cc1c(Cl)cccc1NC(=O)Nc1cccnc1,-0.4,-4,0,5,i,0,-2,0.7,5,9
S=C(Nc1ccccc1)N1CCn2c1nc1ccccc12,-0.1,0,7,5,i,-9,0,-0.2,4,-3
NC(Cc1ccccc1)c1csc(NC(=O)c2cccc(OC(F)(F)F)c2)n1 (stereo unspecified),-0.4,5,1,-15,i,x,1,-1.2,-39,-9
CC(C)C(=O)NCC(c1cccs1)S(=O)(=O)c1ccc(F)cc1 (stereo unspecified),-0.3,-3,11,7,i,-4,0,0.0,3,1
O=C(CSc1nc(-c2ccc(F)cc2)nc2c1Cc1ccccc1O2)Nc1ccc(C(=O)O)cc1,-0.1,5,8,-39,i,102*,96*,85*,106*,95*
CCCCc1c(-c2ccccc2)ncn1CCc1ccccc1OC,-0.6,-2,0,0,i,x,x,3.8,14,x
CC1CCN(C(=O)c2ccc(NS(C)(=O)=O)cc2)CC1,-0.1,5,9,2,i,-7,2,-0.2,-2,0
N#CCCN1CCNCC1,-1.7,3,-6,34*,i,-5,2,-4.1,-1,-1
CCOC(=O)C1(Cc2ccc(OC)cc2)CCN(C(=O)C2=CCCC2)CC1,-0.8,0,-3,2,i,2,1,1.4,2,-1
CC(C)(C)C1CCc2[nH]c3ccccc3c(=O)c2C1 (stereo unspecified),0.6,-4,-9,-10,i,1,-8,-0.7,4,4
O=C(Nc1ccc(F)c(F)c1)c1oc2ccccc2c1NC(=O)C1CCCO1 (stereo unspecified),1.4,-14,11,4,i,-7,2,2.0,-12,-5
CCOC(=O)c1nnn(-c2nonc2N)c1CN1CCc2ccccc2C1,-0.3,8,12,-6,i,-10,-3,-1.4,-1,-6
O=C(O)c1cc(Cl)ccc1OS(=O)(=O)c1ccc(Cl)s1,0.2,-1,-6,-1,i,-10,1,-1.4,1,-5
NC(=O)[C@H]1CC2(CC(c3cccc(NC(=O)COc4ccc(Cl)cc4)c3)=NO2)CN1C(=O)CC(c1ccccc1)c1ccccc1 (stereo partly specified),-0.3,37*,-3,-13,i,-6,-4,3.0,7,-29
Cc1c(C(=O)O)oc2ccc3c(c12)C(O)CC(C)(C)O3 (stereo unspecified),0.4,-5,11,1,i,-10,3,-1.5,5,-1
Cc1nc(-c2ccc(-n3nncc3-c3ccco3)cc2)cs1,-0.2,-1,-5,10,i,3,4,1.4,-2,2
CCOc1ccc(OCCCC(=O)NC2=NCCS2)cc1,-1.0,-3,1,-3,i,-8,-1,-0.9,-3,-1
CCOC(=O)C(Oc1ccc(=O)n(-c2ccccc2)n1)C(C)=O (stereo unspecified),-0.8,-1,-2,-11,i,-4,2,-0.6,4,0
COC(=O)c1cc(N/C(N)=N/c2nc(C)cc(C)n2)cc(C(=O)OC)c1,-0.1,-8,25,-6,i,x,0,-1.3,2,-3
CC1=CC(C)[C@@H]2COC(c3ccc(O)cc3)[C@H]1C2C (stereo partly specified),-1.1,3,7,-18,i,-7,1,0.5,0,-16
O=c1c2ccccc2oc2nc3n(c(=O)c12)CCCS3,0.4,-1,5,-11,i,-8,0,-1.3,-1,0
NC(=O)c1ccc(NC(=O)COc2cccc3c2CCNC3=O)cc1,-0.5,-2,-8,11,i,0,-2,0.3,1,1
COc1cc(SC)ccc1C(=O)Nc1cccc(S(=O)(=O)NC2=NCCCCC2)c1,-0.5,-5,10,-6,i,-5,-1,0.0,10,0
Cc1ccc2nc(N(CCCN(C)C)C(=O)c3ccc(S(=O)(=O)N4CCOCC4)cc3)sc2c1,-0.5,-4,-12,1,i,7,0,-0.6,5,3
Nc1c(C(=O)NCc2ccccc2)nnn1Cc1cccc(Cl)c1,1.3,-5,13,-2,i,-8,0,-1.4,4,0
O=[N+]([O-])c1ccc(O)c(Nc2ncnc3ccccc23)c1,0.2,5,-4,-5,i,98*,97*,91*,-10,2
O=C(NC1CC2CCCC(C1)N2Cc1ccco1)NC12CC3CC(CC(C3)C1)C2 (stereo unspecified),-0.1,-1,-13,2,i,-2,-2,-2.2,1,6
COc1cc(OC)cc(C(=O)NC2CCCN(Cc3ccc(Cl)cc3)C2)c1 (stereo unspecified),-1.8,-8,21,7,i,3,0,-0.1,-3,-8

# Overlap with the part before: 3 entries, followed by the next part.
SMILES,Tb MetRS inh,NadD block,SKN-1 block,CendR NRP1 mod,Neddyl block,Scp1 inh,STEP block,LMPTP inh,SUMO1 PPI mod,DNMT1 inh
O=[N+]([O-])c1ccc(O)c(Nc2ncnc3ccccc23)c1,0.2,5,-4,-5,i,98*,97*,91*,-10,2
O=C(NC1CC2CCCC(C1)N2Cc1ccco1)NC12CC3CC(CC(C3)C1)C2 (stereo unspecified),-0.1,-1,-13,2,i,-2,-2,-2.2,1,6
COc1cc(OC)cc(C(=O)NC2CCCN(Cc3ccc(Cl)cc3)C2)c1 (stereo unspecified),-1.8,-8,21,7,i,3,0,-0.1,-3,-8
O=C(CN1CCN(c2ncccn2)CC1)N1CCCC1,0.3,-3,1,13,i,-4,-2,-1.4,1,1
Cc1nc2nc(C)c(NS(=O)(=O)c3ccc(Cl)cc3)c(=O)n2[nH]1,0.5,-1,-6,-8,i,-3,-2,-1.8,7,2
CCC(C)c1ccccc1N1CC(C(=O)Nc2ccccc2N2CCCC2)CC1=O (stereo unspecified),-0.4,5,0,4,i,-2,-1,-8.3,-24,-4
O=C1c2ccccc2C(=O)N1CN(C(=O)COc1ccc(Cl)cc1Cl)c1cccc(F)c1,0.4,1,3,-2,i,-7,3,1.8,-4,3
COc1cc(NC(=O)c2ccc3c(c2)OCO3)ccc1NC(=O)C(C)C,-0.4,3,1,17,i,0,-1,-0.6,0,-7
COc1ccccc1N1CCN(CC(O)COc2ccc3c(c2)CCC3)CC1 (stereo unspecified),0.2,-3,17,9,i,0,-6,0.4,-4,0
CN(CC(=O)NCc1cccs1)S(=O)(=O)c1cccc2nsnc12,0.9,1,-2,6,i,0,1,-2.1,-26,4
Cc1ccc(C(=O)Cn2nnc3ccccc32)cc1,0.0,-6,-4,-8,i,-3,1,0.6,2,1
CN(C)CC(C)(C)CNS(=O)(=O)c1ccc(Cl)s1,0.1,3,5,11,i,4,2,0.4,2,4
COc1ccc(CNC(=O)Cn2nc(C(F)(F)F)c3c2CCC3)cc1,1.0,1,12,5,i,-7,2,-0.1,2,0
CCSc1ncnc2c(C#N)c3n(c12)CCCCC3,-0.8,6,8,-8,i,-3,0,-0.7,0,7
NC(=S)N/N=C1\c2ccccc2-c2c(C(=O)O)cccc21,-0.2,-6,22,-18,i,3,-3,-1.8,9,1
Cc1ccccc1-c1ccccc1CN1[C@@H](C(C)C)COCCS1(=O)=O,0.1,-3,-2,-2,i,1,0,3.0,8,5
CC(C)C(=O)NNc1ccccc1,-0.5,-3,6,-8,i,6,2,-1.7,6,-4
COc1cc(NS(=O)(=O)c2ccc(NC(=O)COc3ccc(C)cc3)cc2)nc(OC)n1,0.2,0,14,-11,i,-7,1,-1.2,13,0
COC(=O)C1=C(C)NC(=O)CC1c1cccc(OC)c1OC (stereo unspecified),0.1,-8,-3,2,i,-6,-3,-0.8,3,3
COc1ccc(-n2nc(C(=O)NCC(=O)N3CCOCC3)c3ccccc3c2=O)cc1Cl,-0.6,-5,-15,-4,i,-8,0,-1.5,-14,1
CC1(C(=O)Nc2cnc3ccccc3c2)CCN1Cc1ccc(-c2ccccc2)o1 (stereo unspecified),0.2,7,-14,-16,i,x,2,1.0,-2,-2
CCOc1ccc(-c2nc(C#N)c(N3CCOCC3)o2)cc1,-0.1,-10,-10,1,x,-7,5,-0.2,2,-1
O=S(=O)(NC1CCCC1)c1ccccc1Cl,0.0,-1,-1,-4,i,-1,0,0.0,-7,2
Cc1c(N(C)S(=O)(=O)c2cc(C(=O)NCC3CCCO3)ccc2Cl)c(=O)n(-c2ccccc2)n1C (stereo unspecified),-0.4,-4,-13,-1,i,-1,0,-0.3,1,4
CC1(C)Cc2ccccc2C(NNC(=O)c2ccncc2)=N1,0.5,0,8,11,i,-9,-1,0.0,-2,2
COCC(=O)Nc1cc(C(=O)Nc2cccc(C)c2C)ccc1Cl,-0.4,-1,3,-1,i,-3,0,-1.9,-1,2
CCN(CC)CCNC(=O)c1ccccn1,-1.1,1,14,4,i,-6,4,-2.2,0,-3
CCCCn1c(NCc2ccccc2NS(=O)(=O)c2ccc(C)cc2)nc2ccccc21,-1.6,19,-16,10,i,8,2,3.8,3,-2
COc1cc(NS(=O)(=O)c2ccc(NC(=O)CCC(=O)O)cc2)nc(OC)n1,-0.6,-5,5,2,i,7,-2,-1.3,12,1
O=C(NCc1ccccc1Cl)c1ccc2nc([C@H]3C[C@H](O)[C@@H](CO)O3)[nH]c2c1,0.2,3,-6,-11,i,x,1,-2.1,3,5
COc1ccc(C(=O)Nc2cc(OC)c(NC(=O)c3ccco3)cc2OC)cc1,-1.0,-5,11,-17,i,-4,0,0.1,6,-17
Cc1ccc(NC(=O)Cc2nc(COC(=O)c3c(F)cccc3Cl)cs2)cc1,-0.3,-6,-13,0,i,-8,-2,0.9,1,-19
CCNC(=S)N(Cc1ccc2c(c1)OCO2)C1CC(=O)N(c2ccc(F)cc2)C1=O (stereo unspecified),-1.4,-6,-2,3,i,-17,2,1.9,3,-12
